# High-throughput results (PubChem BioAssay)
# OX1R antag-1: blocks the human orexin 1 receptor; OX1R-expressing cells, FRET antagonist read-out; AID 485270; O43613; actives 1.8% (n = 330,000); inhibition, % at 6.6 µM; in the data active = inhibition mostly above about 38%, no sharp cut-off; inactive = mostly below about 40%;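 also: 0% = agonist challenge alone and 100% = reference antagonist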
# Target sequence (O43613 whole entry, looked up): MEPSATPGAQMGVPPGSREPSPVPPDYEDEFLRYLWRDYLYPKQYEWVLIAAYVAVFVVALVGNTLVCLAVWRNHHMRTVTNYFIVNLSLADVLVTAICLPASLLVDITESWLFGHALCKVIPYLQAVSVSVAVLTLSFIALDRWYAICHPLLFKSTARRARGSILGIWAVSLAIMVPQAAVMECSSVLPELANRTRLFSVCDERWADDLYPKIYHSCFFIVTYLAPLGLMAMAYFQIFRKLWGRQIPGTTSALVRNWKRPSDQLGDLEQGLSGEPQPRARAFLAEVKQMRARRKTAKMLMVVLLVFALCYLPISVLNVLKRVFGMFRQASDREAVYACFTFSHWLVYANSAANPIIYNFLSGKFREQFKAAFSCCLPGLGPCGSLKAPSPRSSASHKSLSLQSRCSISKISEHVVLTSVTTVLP
# OX1R antag-2: antagonists of human orexin 1 receptor; O43613; CHO/OX1R cells, Fluo-8 calcium fluorescence, orexin A; inhibition, % at 5 µM; actives 0.43% (n = 330,000); AID 434989;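 active = inhibition above its plate's threshold, mean inhibition of all tested compounds on the plate plus 3 SD, cut at about 37% in these data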;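 also: 0% = orexin A challenge wells and 100% = SB-334867-A antagonist wells; not every result past the cut was called active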
# Numbers without * were called inactive.
cpd	molecule	OX1R antag-1	OX1R antag-2
1	N/C(=N\OC(=O)c1cccc(F)c1)c1cccc([N+](=O)[O-])c1	11	-13
2	O=C(COc1ncnc2sccc12)N1CCN(C(=O)c2ccco2)CC1	7	-3
3	Cc1cc([N+](=O)[O-])nn1Cc1noc(C(=O)NCCCn2ccnc2)n1	11	16
4	Cn1cc(C(=O)Nc2ccc(F)c(Cl)c2)cn1	-7	7
5	O=C(CSc1nnc(Cc2ccccc2)o1)c1ccc2c(c1)OCO2	5	-13
6	COC(=O)[C@H](Cc1ccc(O)cc1)NC(=O)Cn1cnc2c(SC)nc(N)nc21	23	24
7	COc1ccc(F)c(CN2CCC(n3nccc3NC(=O)CCCc3ccccc3)CC2)c1	27	-34
8	Cc1oc2ccc(OCC(N)=O)cc2c1C(=O)OC(C)C	11	-15
9	COc1ccc(-c2noc3c2-c2nc(-c4c(F)cccc4F)sc2CC3)cc1	16	-25
10	Fc1ccc(-c2csc(N3CCC(c4ccccc4)C3)n2)cc1 (centres undefined)	10	-13
11	CC(C(=O)NCC1CCCCC1)N(C)CC(=O)Nc1ccc(N2CCOCC2)cc1 (centres undefined)	32	-12
12	Cn1cnnc1SCc1ccc(F)c2ccccc12	4	-7
13	COc1ccc(NC(=O)N(C)C[C@@H]2Oc3ccc(NC(=O)NC(C)C)cc3CC(=O)N([C@H](C)CO)C[C@@H]2C)cc1	11	-10
14	Cn1c(=O)c2c(nc3n2CC(O)CN3c2ccccc2)n(C)c1=O (centres undefined)	5	-1
15	Cc1ccc2nc3c(c(C(=O)OCC(=O)N(C)C4CCS(=O)(=O)C4)c2c1)CCCC3 (centres undefined)	11	-33
16	CCCn1c(NC(=O)CSCC(=O)Nc2cc(C)on2)nc2ccccc21	20	-29
17	CC12CN3CC(C)(CN(C1)C3c1ccc([N+](=O)[O-])o1)C2 (centres undefined)	14	-2
18	CCOC(=O)C(CC)n1cnc2c(nnn2-c2ccc(F)cc2)c1=O (centres undefined)	0	-25
19	CCOc1cc(C(=S)N2CCOCC2)ccc1OS(=O)(=O)c1ccc(C)cc1	21	-27
20	Cc1cc(NC(=O)COC(=O)CSc2nc3cc(Cl)ccc3n2Cc2ccccc2)no1	39	-25
21	COc1ccc(C(=O)CN(C(=O)c2ccc(Cl)cc2)N2C(=O)c3ccccc3C2=O)cc1	11	-33
22	CC(C)(C)OC(=O)NC(Cc1ccccc1)C(=O)NCCCC(=O)O (centres undefined)	1	10
23	CCOc1ccccc1NC(=S)NCC1CCCO1 (centres undefined)	15	16
24	COC(=O)NC(NC(=S)Nc1ccc([N+](=O)[O-])cc1)C(Cl)(Cl)Cl (centres undefined)	16	-2
25	N#CCCN1CCN(S(=O)(=O)c2ccc(S(=O)(=O)N3CCCCCC3)cc2)CC1	5	1
26	Cc1cc(C)c(S(=O)(=O)NCCc2ccccc2)c(C)c1	22	-9
27	CC(=O)c1c(C)oc2ccc(N(C(C)=O)S(=O)(=O)c3ccc(F)cc3C)cc12	8	-17
28	CC(C)N1CCc2c(sc(NC(=O)c3ccc(S(=O)(=O)N4CCCCC4C)cc3)c2C(N)=O)C1 (centres undefined)	10	-10
29	COc1ccccc1NC(=S)N1CCN(c2cccc(C)c2C)CC1	10	-15
30	CCOc1cc(N2CCOCC2)c(OCC)cc1NC(=O)c1ccc(OCc2c(C)noc2C)c(OC)c1	10	-30

# The results go on.
cpd	molecule	OX1R antag-1	OX1R antag-2
31	Cc1csc(NC(=O)CCSCCc2ccccn2)n1	8	0
32	C(=N\Nc1nc(N2CCCCCC2)nc(N2CCCCCC2)n1)/c1ccccc1	13	-37
33	Cc1cc(C)c(S(=O)(=O)N(CC(=O)N2CCCC2)C2CCCCC2)c(C)c1	23	-18
34	O=C(NNC(=S)NCc1ccc(Cl)cc1)c1ccc(Br)o1	2	-15
35	CC1=NN(C(C#N)c2c(C)nn(Cc3ccccc3)c2C)C(C)(C)C1 (centres undefined)	15	-23
36	COc1cc(/C=C/C2=NC(=O)C(C)(C)O2)ccc1O	5	6
37	Cc1ccc(N(C(=O)c2ccn[nH]2)C(C(=O)NC2CCCC2)c2cccs2)cc1 (centres undefined)	-7	-22
38	COc1ccccc1S(=O)(=O)N1CCNC(=O)C1	-2	-24
39	COc1cc2c(C(=O)N3CCN(C)CC3)c(C)oc2cc1Br	4	-19
40	CN(C)c1nc(N)c([N+](=O)[O-])c(N2CCCCCC2)n1	14	-13
41	Cc1ccccc1OCCC(=O)NCCc1ccc(S(N)(=O)=O)cc1	5	-7
42	O=C1OCCC1Sc1nnc(-c2cccc(Br)c2)o1 (centres undefined)	8	-16
43	Cc1ccc(NCC(=O)Nc2ccc(Br)cc2)cc1C	8	-18
44	COc1ccc(N2CCN(C(=O)c3ccc(CS(=O)(=O)c4ccc(OC)cc4)o3)CC2)cc1	9	-19
45	CC(C(=O)Nc1cccc(S(=O)(=O)N2CCOCC2)c1)N1CCN(C)CC1 (centres undefined)	12	7
46	COc1cc(NS(=O)(=O)c2ccc(Nc3nc(-c4ccccc4)cs3)cc2)nc(OC)n1	12	-8
47	COc1ccc(C(=O)NCCSc2ccc(C)cc2)cc1	35	-23
48	O=C(NC1CC(=O)N(c2ccccc2)C1)C1CC1 (centres undefined)	15	-11
49	CC(C)(C)c1nc2scc(-c3cccs3)c2c(=O)o1	13	-1
50	C[C@@H](C(=O)Nc1cccnc1)n1c(=O)[nH]c2ccccc2c1=O	7	4
51	COc1ccc(CCNC(=O)c2oc3ccc(S(=O)(=O)N4CCOCC4)cc3c2C)cc1OC	18	-30
52	O=S(=O)(NC1CCCCC1)c1cccs1	12	-13
53	COc1ccc(C(=O)COC(=O)c2ccccc2O)c(OC)c1	14	-6
54	CC(C)(C)CNC(CO)C12CC3CC(CC(C3)C1)C2 (centres undefined)	11	-4
55	S=c1[nH]nc(COc2ccccc2)n1/N=C/c1ccccc1Cl	18	-14
56	Cc1cc(C)c2oc(C(=O)N3CCN(Cc4ccccc4)CC3)cc(=O)c2c1	-1	-12
57	Cc1ccc(OCc2cc(C(=O)N3CCC(c4ccccc4Cl)C3)no2)cc1C (centres undefined)	2	-22
58	Cc1nnc(C)n1/N=C/c1cc(Br)cc(Br)c1O	4	2
59	COc1ccccc1OCCNC(=O)c1cc([N+](=O)[O-])cc([N+](=O)[O-])c1	38	-26
60	O=C(Nc1ccccc1)/C(=C/c1ccc([N+](=O)[O-])cc1)NC(=O)c1ccccc1	8	-3

# Later entries
cpd	molecule	OX1R antag-1	OX1R antag-2
61	CC(=O)Nc1cccc(NC(=O)COc2ccc3c(c2)CCC3)c1	11	-2
62	C=CCn1c(SCC(=O)c2ccccc2)nnc1-c1cc2ccccc2o1	30	-19
63	Cc1ccc(NC(=O)Cn2nnc(C(=O)NCCc3ccccc3)c2N)c(C)c1	10	-23
64	O=S(=O)(c1ccc(F)cc1)c1snnc1-c1ccccc1	13	2
65	Cc1ccc(OCCOCCn2cnc3ccccc3c2=O)cc1C	18	-14
66	Cc1cccc(NS(=O)(=O)c2ccc3[nH]c(=O)cc(C(=O)O)c3c2)c1	14	-16
67	CCn1cc(C2=NC(CC(C)C)CO2)c2ccccc21 (centres undefined)	26	-18
68	COCCCNCCCCOc1ccccc1-c1ccccc1	23	-29
69	CC[C@]12c3[nH]c4ccc(OC)cc4c3CCN1C(=O)C(CC(=O)NCc1cccc(C(F)(F)F)c1)C[C@@H]2C(=O)N1CCN(C(=O)c2ccco2)CC1 (some centres undefined)	5	-36
70	O=C(O)C1CC(=O)N(c2ccc(OCc3ccc(Cl)cc3Cl)cc2)C1 (centres undefined)	9	-4
71	Cc1ccn2c(C(=O)CSc3ccccc3)c(C)nc2c1	24	-21
72	CC1(C)Cc2c(C#N)c(OCC(=O)c3ccc(Cl)cc3)nc(-c3ccoc3)c2CO1	17	-3
73	CC(C)C[C@H](NC(=O)N1CC(=O)Nc2ccccc21)C(=O)N1CCC(C(=O)O)CC1	5	-4
74	CC(C)CC(=O)NC(=S)Nc1ccc(F)cc1F	24	3
75	CCOC(=O)c1c(NC(=O)CS(=O)(=O)c2cn(CC)c3ccccc23)sc2c1CCCCC2	8	-42
76	Fc1ccc(C(c2nnnn2C2CCCC2)N(Cc2ccco2)CC2CCCO2)cc1 (centres undefined)	6	-32
77	Cc1ccc(CNC(=O)C(=O)NCC2OCCN2C(=O)c2ccc3c(c2)OCO3)cc1 (centres undefined)	17	-32
78	CCOC(=O)C1CCCN(C(=O)c2ccco2)C1 (centres undefined)	12	-9
79	O=C(CSCc1c(F)cccc1Cl)NCCc1ccccc1	25	-17
80	CCC(=O)N1CCc2cc(S(=O)(=O)CCC(=O)NC3CCCCC3)ccc21	9	0
81	C[C@H]1C(=O)N(C)CCN1Cc1cn(C)nc1-c1ccc(Oc2ccccc2)cc1	17	-28
82	C/C(=N\Nc1ccc(F)cc1F)c1ccc(Br)s1	10	-25
83	NC(=O)CCN1CCC(c2nc3ccccc3s2)CC1	3	0
84	C=CCn1c(SCC(=O)Nc2nccs2)nnc1-c1cc2cccc(OC)c2o1	13	-4
85	Cc1nn(Cc2ccc(Cl)cc2)c(C)c1NC(=O)CCCn1nc(C)c([N+](=O)[O-])c1C	15	-33
86	Cc1ccc(N=Nc2ccc(O)c(P(=O)(c3ccccc3)c3ccccc3)c2)cc1	0	-15
87	COc1ccc(OC)c(CN2CCC(CNC(=O)Nc3cccc(Cl)c3)CC2)c1	24	-27
88	COc1ccc2cc(C3CC(c4cccs4)=NN3C(C)=O)c(Cl)nc2c1 (centres undefined)	16	-4
89	CCC(=O)N1CCc2cc(S(=O)(=O)CCC(=O)Nc3cccc(F)c3)ccc21	13	-10
90	CN(C)c1ccc(CNC(=O)C2CCN(S(=O)(=O)c3ccc4c(c3)oc(=O)n4C)CC2)cc1	-1	1

# Exported in transposed form: part of the list above.
74	CC(C)CC(=O)NC(=S)Nc1ccc(F)cc1F
67	CCn1cc(C2=NC(CC(C)C)CO2)c2ccccc21 (centres undefined)
81	C[C@H]1C(=O)N(C)CCN1Cc1cn(C)nc1-c1ccc(Oc2ccccc2)cc1
77	Cc1ccc(CNC(=O)C(=O)NCC2OCCN2C(=O)c2ccc3c(c2)OCO3)cc1 (centres undefined)
compound no. | 74 | 67 | 81 | 77
OX1R antag-1 | 24 | 26 | 17 | 17
OX1R antag-2 | 3 | -18 | -28 | -32

# An excerpt from above in order of SMILES length, low to high.
cpd	molecule	OX1R antag-1	OX1R antag-2
71	Cc1ccn2c(C(=O)CSc3ccccc3)c(C)nc2c1	24	-21
26	Cc1cc(C)c(S(=O)(=O)NCCc2ccccc2)c(C)c1	22	-9
10	Fc1ccc(-c2csc(N3CCC(c4ccccc4)C3)n2)cc1 (centres undefined)	10	-13
5	O=C(CSc1nnc(Cc2ccccc2)o1)c1ccc2c(c1)OCO2	5	-13
3	Cc1cc([N+](=O)[O-])nn1Cc1noc(C(=O)NCCCn2ccnc2)n1	11	16

# (next part)
cpd	molecule	OX1R antag-1	OX1R antag-2
91	O=C(CSc1nccc(=O)[nH]1)N1CCCc2ccccc21	27	-11
92	COC(=O)[C@H](C)NC(=O)NC(C)CCc1ccccc1 (some centres undefined)	6	-1
93	COc1cc(C(=S)N2CCOCC2)ccc1OC(=O)/C=C/c1ccco1	21	-20
94	CC(=O)Nc1ccc(NC(=O)C(NS(=O)(=O)c2ccc3c(c2)OCCO3)C(C)C)cc1 (centres undefined)	6	-2
95	Cc1noc(C)c1C(=O)OCC(=O)NCCc1ccc(Cl)cc1	7	-16
96	c1ccc(N/N=C2\CCCc3ccccc32)nc1	-6	-22
97	O=C(Nc1ccccc1C(=O)Nc1ccncc1)c1cccc([N+](=O)[O-])c1	46	-19
98	CC1CCC(NC(=O)CN2C(=O)C3CC=CCC3C2=O)CC1 (centres undefined)	8	-15
99	CCn1cc(C(=O)O)c(=O)c2cc(F)c(N3CCN(C(=S)NC(=O)c4ccccc4)CC3)cc21	6	-9
100	CCCCN(C(=O)CCCc1nc2ccccc2s1)c1c(N)n(CCCC)c(=O)[nH]c1=O	12	-16
101	COc1ccc(C(=O)OCC(=O)Nc2sccc2C(N)=O)cc1[N+](=O)[O-]	17	6
102	COc1ccc(CNC(=O)C(c2cccs2)N(Cc2ccco2)C(=O)Cc2cccs2)cc1 (centres undefined)	42	12
103	Cc1ccc(OCCNS(=O)(=O)c2ccc(Cl)cc2)cc1	14	-3
104	CC(C)(C)c1ccc(C(=S)N2CCN(c3ccccc3)CC2)cc1	7	-31
105	Cc1ccc(C(C)NC(=O)c2cccs2)cc1C (centres undefined)	14	-17
106	CCn1c(CN2c3ccccc3Sc3ccccc32)n[nH]c1=S	7	-19
107	CCOc1ccc(NC(=O)N(C2CCCCC2)C(C)c2ccncc2)cc1 (centres undefined)	13	-12
108	NC(=O)[C@@H]1CCCCNc2c(F)cc([N+](=O)[O-])cc2C(=O)N[C@@H](CCCN=C(N)N)C(=O)NCC(=O)N1	22	1
109	O=C(CN(c1cccc(C(F)(F)F)c1)S(=O)(=O)c1ccc(Cl)c([N+](=O)[O-])c1)NCc1ccccc1Cl	23	8
110	CCOC(=O)C1CCN(CC(=O)c2c(C)n(C)c3ccc(OC)cc23)CC1	9	-23
111	O=C(CSc1nnc(Cc2ccccc2)n1Cc1ccco1)NC12CC3CC(CC(C3)C1)C2	17	3
112	Cc1cccn2cc(CCNC(=O)c3cccs3)nc12	19	-6
113	Cc1ccc(CCNC(=O)CS(=O)Cc2nc(-c3ccccc3F)oc2C)cc1 (centres undefined)	6	-30
114	Cc1ccc(S(=O)(=O)N2C[C@@H]3[C@H]4CC[C@H](C4)[C@@H]3[C@@H](C)[C@@H]2c2ccn(Cc3ccccc3)c2)cc1	4	9
115	CNC(=O)c1c(NC(=O)CCS(=O)(=O)c2ccc(Cl)cc2)sc2c1CCN(C(=O)OC)C2	6	-25
116	CNC(=O)c1cc(C(=O)c2ccc(C(F)(F)F)cc2F)c[nH]1	19	0
117	CN(C)c1nc(SCC#N)nc(N2CCOCC2)n1	28	-8
118	CCCCOc1ccc(C(=O)N/C(=C/C=C/c2ccccc2)C(=O)NC)cc1	12	-28
119	CCCNC(=O)NC(=O)CSc1nncs1	11	-6
